IP6K1 inh = blocks human inositol hexakisphosphate kinase 1; AID 1645851; 140,000 compounds, 0.81% hits; activity change, % (series mostly up to about 58 µM); IP6K1 kinase, ADP-Glo luminescence, 2 h; stronger effect = lower value; in the data active means activity change below about -25%
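ADP-Glo luminescence measures ADP made by human IP6K1 during a 2 h RT reaction with ATP/IP6 (mix at 1.3 mM/130 uM); top library doses 57.5 and 19.1 uM final.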
SNCA expr inhib = SNCA gene expression inhibition | 140,000 compounds, 0.17% hits | Potency, µM (titrated, usually from 57.2 µM), for the others: at the highest dose activity change, negative = inhibition, actives largely listed as inhibitors | AID 1671194 | HEK-293 SNCA-luciferase knock-in, luminescence, 24 h;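 further: potency means the concentration at half of the fitted maximal effect; plate controls were DMSO cells for no effect and cell-free wells for full effect; nearly all actives have a fitted effect of over 45% in size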
3T3 cytotox = NIH 3T3 cell cytotoxicity; AID 1345082; Potency, µM (highest dose often 96.7 µM), for the others: at the highest dose activity change, negative = cytotoxicity, hits mostly inhibitors; NIH 3T3 viability, CellTiter-Glo ATP luminescence, 48-72 h; 94,000 compounds, 4.3% hits; further: potency means the concentration at half of the fitted maximal effect; nearly all actives have a fitted effect of over 55% in size
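NIH 3T3 cells at 400 cells/well received 23 nL of compound by pintool and were incubated 48 or 72 h at 37 °C. Viability was read as ATP-coupled CellTiter-Glo luminescence.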
GPT2 inhibitor = GPT2 alanine aminotransferase inhibition; Potency, µM (highest dose often 57.7 µM), without a hit: at the top dose activity change, negative = inhibition, most hits filed as inhibitors; Recombinant GPT2, coupled pyruvate oxidase/HRP Amplex Red fluorescence; 100,000 compounds, 0.25% hits; AID 1671188; Q8TD30; further: potency means the concentration at half of the fitted maximal effect; nearly all actives have a fitted effect of over 60% in size; many of its hits are not listed in these tables
Target sequence (Q8TD30 whole entry, looked up): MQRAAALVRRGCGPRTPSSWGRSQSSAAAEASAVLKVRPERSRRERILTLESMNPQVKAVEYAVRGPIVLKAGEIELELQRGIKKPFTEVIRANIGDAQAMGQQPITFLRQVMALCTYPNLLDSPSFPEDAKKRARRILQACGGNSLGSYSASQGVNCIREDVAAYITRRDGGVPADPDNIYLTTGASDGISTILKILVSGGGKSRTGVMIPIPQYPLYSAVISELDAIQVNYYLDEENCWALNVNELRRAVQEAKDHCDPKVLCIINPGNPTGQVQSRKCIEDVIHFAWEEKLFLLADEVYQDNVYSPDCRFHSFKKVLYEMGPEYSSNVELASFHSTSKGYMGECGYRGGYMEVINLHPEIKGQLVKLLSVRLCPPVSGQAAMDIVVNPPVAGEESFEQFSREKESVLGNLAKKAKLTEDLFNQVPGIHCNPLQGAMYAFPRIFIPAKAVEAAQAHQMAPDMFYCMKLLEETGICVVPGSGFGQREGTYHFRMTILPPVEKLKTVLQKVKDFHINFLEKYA
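Fluorescence of coupled pyruvate oxidase/HRP/Amplex Red system (50uM Amplex, 30 min, dark) reports pyruvate formed by GPT2. Enzyme reaction: 10ng/uL GPT2, 2mM L-alanine, 250uM a-KG, 30 min room temperature, pH 7.5; 50uM AOA control.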
FLuc inh = blocks purified firefly luciferase enzyme activity; purified P. pyralis luciferase, luminescence, biochemical; Potency, µM (top dose mostly 115 µM), inactives show at the highest dose activity change, negative = inhibition, most hits filed as inhibitors; 76,000 compounds, 2.5% hits; AID 1347043; further: potency means the concentration at half of the fitted maximal effect; nearly all actives have a fitted effect of over 65% in size
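Purified 10nM P. pyralis luciferase with 10uM D-luciferin and 10uM ATP in 50mM Tris acetate pH 7.5, 10mM Mg acetate, 0.01% Tween-20, 0.05% BSA. qHTS titration; luminescence read by CCD imager.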
HEK cytotox = cytotoxic compounds in HEK 293 cells; 94,000 compounds, 6.6% hits; Potency, µM (titrated, usually from 115 µM), for inactives: at the highest dose activity change, negative = cytotoxicity, usual class: inhibitors; HEK 293 viability, ATP luminescence (CellTiter-Glo), 48-72 h; AID 1345083; further: potency means the concentration at half of the fitted maximal effect; nearly all actives have a fitted effect of over 60% in size
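qHTS cytotoxicity; HEK 293, 250 cells/well; compound pinned; 48 or 72 hr, 37 degree Celsius, 5% CO2, 95% humidity; CellTiter-Glo, 10 min RT; luminescence (ATP).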
SNCA viab count = reduces viability of HEK-293 SNCA reporter cells; HEK-293-SNCA-luc viability, GF-AFC fluorescence, 24 h; Potency, µM (highest dose often 57.1 µM), without a hit: at the top dose activity change, negative = cytotoxicity, actives largely listed as cytotoxic; 150,000 compounds, 0.12% hits;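 further: potency means the concentration at half of the fitted maximal effect; 0% = DMSO-treated cells and -100% = medium-only wells without cells; nearly all actives have a fitted effect of over 30% in size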
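Cytotoxicity counterscreen: after 24 h compound treatment of genome-edited SNCA-luciferase HEK-293 cells, live-cell protease substrate GF-AFC read by fluorescence after 30 min; activity scaled between DMSO (0%) and medium-only (-100%), curves Hill-fitted.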
An asterisk follows results filed as active; i = inactive; ? = inconclusive; / = not tested or not shown; & = joins results of further samples; [ ] = remark or other dose. Unless noted, the call rests on the fitted dose curve; in most records, active means well fitted curve in the direction sought with a large enough effect; inconclusive means small, poorly fitted or top-dose-only effect, or another doubt; inactive means no such curve, though single readings can be large; an effect the other way counts as inactive or inconclusive. Unless noted, on the % scale 0 is the no-effect control and ±100 the full control effect. An excerpt. The share of hits here may be higher or lower than overall.

Codes – A = IP6K1 inh; B = SNCA expr inhib; C = 3T3 cytotox; D = GPT2 inhibitor; E = FLuc inh; F = HEK cytotox; G = SNCA viab count
SMILES: COc1ccccc1C(=O)N1CC2(C1)NC(=O)c1ccccc1O2
  A: 7 | B: 30%[87.6 µM] | C: -16%[138 µM] | D: 0%[88.5 µM] | E: 2%[172 µM] | F: -24%[172 µM] | G: 5%[87.6 µM]
SMILES: COc1ccccc1NC(=O)c1c(NC(=O)c2ccccc2Cl)sc2c1CCC2
  A: -31* | B: 9% | C: / | D: / | E: / | F: / | G: 11%
SMILES: O=C1CCN(C(=O)CCc2ccccc2)CCCC(c2nc(-c3ccccc3)no2)CCN1 (configuration not stated)
  A: 4 | B: 0% | C: ? | D: i | E: -3% | F: ? | G: -11%
SMILES: Cc1cccc2c1CC[C@H](CN1CCC(c3c(Cl)cccc3Cl)CC1)C[C@@H]2O
  A: -3 | B: -29% | C: / | D: 0% | E: / | F: / | G: -7%&-10%
SMILES: CC(C)(C)C(=O)Nc1ccccc1C(=O)OCc1cc(=O)n2ccsc2n1
  A: 19 | B: 6% | C: / | D: / | E: / | F: / | G: -5%
SMILES: COc1ccc(CN2C(=O)CO[C@H](c3ccc(NC(=O)NC(C)(C)C)cc3)[C@H]2CO)cc1
  A: -6 | B: -2% | C: -12% | D: 1% | E: -5% | F: -17% | G: 0%
SMILES: COc1cc(CN2CCC3(Cc4ccccc4CNC3=O)C2)cc(OC)c1 (configuration not stated)
  A: -9 | B: 17% | C: -18% | D: i | E: / | F: ? | G: -4%

Looked up by compound from the entries so far (2):
Codes – A = IP6K1 inh; B = SNCA expr inhib; C = 3T3 cytotox; D = GPT2 inhibitor; E = FLuc inh; F = HEK cytotox; G = SNCA viab count
SMILES: O=C1CCN(C(=O)CCc2ccccc2)CCCC(c2nc(-c3ccccc3)no2)CCN1 (configuration not stated)
  A: 4 | B: 0% | C: ? | D: i | E: -3% | F: ? | G: -11%
SMILES: COc1ccc(CN2C(=O)CO[C@H](c3ccc(NC(=O)NC(C)(C)C)cc3)[C@H]2CO)cc1
  A: -6 | B: -2% | C: -12% | D: 1% | E: -5% | F: -17% | G: 0%

Reformatted with each value named: entries from further up.
> COc1ccccc1NC(=O)c1c(NC(=O)c2ccccc2Cl)sc2c1CCC2
  IP6K1 inh: -31*
  SNCA expr inhib: 9%
  3T3 cytotox: /
  GPT2 inhibitor: /
  FLuc inh: /
  HEK cytotox: /
  SNCA viab count: 11%
> O=C1CCN(C(=O)CCc2ccccc2)CCCC(c2nc(-c3ccccc3)no2)CCN1 (configuration not stated)
  IP6K1 inh: 4
  SNCA expr inhib: 0%
  3T3 cytotox: ?
  GPT2 inhibitor: i
  FLuc inh: -3%
  HEK cytotox: ?
  SNCA viab count: -11%
